APE1 inh: qHTS Assay for Inhibitors of the Human Apurinic/apyrimidinic Endonuclease 1 (APE1); recombinant APE1, TAMRA/BHQ-2 abasic DNA cleavage fluorescence; Potency, µM (series often up to 65.8 µM), inactives show at the highest dose activity change, negative = inhibition, most hits filed as inhibitors; AID 2517, 2012; hit rate 0.35% among 350,000;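 also: potency is read from the fitted curve at half-maximal effect; plate controls were vehicle for no effect and reference inhibitor for full effect; nearly all actives have a fitted effect of over 55% in size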
Target sequence (P27695 whole entry, looked up): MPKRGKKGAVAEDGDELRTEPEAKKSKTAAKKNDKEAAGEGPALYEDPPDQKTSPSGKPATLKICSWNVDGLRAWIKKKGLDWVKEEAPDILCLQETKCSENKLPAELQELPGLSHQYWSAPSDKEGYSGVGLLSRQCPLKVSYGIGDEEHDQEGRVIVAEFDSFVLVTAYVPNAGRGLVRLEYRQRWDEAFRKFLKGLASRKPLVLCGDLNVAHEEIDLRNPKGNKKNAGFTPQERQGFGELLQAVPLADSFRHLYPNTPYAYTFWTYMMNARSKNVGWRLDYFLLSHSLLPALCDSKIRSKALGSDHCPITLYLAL
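Incision of a quenched TAMRA/BHQ-2 THF abasic-site duplex (50 nM) by 0.75 nM APE1, after 15 min compound preincubation, measured as fluorescence increase over three 60 s reads. Values normalized to buffer, DMSO and NSC13755 control wells.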
POLH inh: qHTS for Inhibitors of Polymerase Eta | recombinant Pol eta, fluorescent DNA replication assay | Potency, µM (titrated, usually from 114 µM), without a hit: top-dose activity change, negative = inhibition, actives largely listed as inhibitors | hit rate 1.2% among 390,000; also: potency is read from the fitted curve at half-maximal effect; % is scaled to controls: 0 for no effect and ±100 for the full control effect
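Pol eta (10 nM) was preincubated with compounds for 15 min at room temperature, after which fluorescent replication substrate (50 nM final) was added to start the reaction. Fluorescence was read kinetically at 0 and 10 min.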
Anesthetic bind: qHTS Assay for Identification of Novel General Anesthetics; Ferritin light chain (Equus caballus), P02791; apoferritin/1-aminoanthracene competitive binding, fluorescence; Potency, µM (top dose mostly 77.5 µM), without a hit: at the highest dose activity change, negative = displacement, usual class: inhibitors; hit rate 0.074% among 350,000; AID 485281, 2010; also: potency is read from the fitted curve at half-maximal effect; % is scaled to controls: 0 for no effect and ±100 for the full control effect; nearly all actives have a fitted effect of over 20% in size
Target sequence (P02791 2-175 limits assumed): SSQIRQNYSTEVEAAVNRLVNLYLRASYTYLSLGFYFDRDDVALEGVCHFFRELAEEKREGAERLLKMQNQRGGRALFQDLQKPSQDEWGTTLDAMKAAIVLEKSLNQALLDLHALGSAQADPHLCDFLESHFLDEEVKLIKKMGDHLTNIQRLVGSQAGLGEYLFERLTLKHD
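Read-out: endpoint 1-AMA fluorescence, excitation 380 nm and emission 535 nm, after compounds sit 10 min at room temperature with 10 uM horse-spleen apoferritin in 50% saturated 1-AMA/PBS. Values come from four-parameter Hill fits.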
RXFP1 antag: qHTS Assay for Antagonists of the Relaxin Receptor RXFP1; HEK293-RXFP1, relaxin-stimulated cAMP HTRF, 30 min; hits give low values; activity change, negative = inhibition, % at 57.5 µM; hit rate 0.59% among 350,000;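 active = activity change of -60% or lower, but not beyond a set lower limit; inconclusive = change between -60% and -40%, or beyond the set limit; inactive = change above -40%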; also: % is scaled to controls: 0 for no effect and ±100 for the full control effect
Pol kappa inh: qHTS for Inhibitors of Polymerase Kappa; purified Pol kappa, fluorescent DNA synthesis assay, 10 min; DNA polymerase kappa (Homo sapiens), Q9UBT6; Potency, µM (top dose mostly 107 µM), for the others: top-dose activity, negative = inhibition, usual class: inhibitors; hit rate 0.53% among 400,000; also: potency is read from the fitted curve at half-maximal effect; % is scaled to controls: 0 for no effect and ±100 for the full control effect
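First, compounds were pin-transferred onto 10 nM Pol kappa. After 15 min at room temperature, substrate was added to 50 nM final. Fluorescence was then measured kinetically at 0 and 10 min.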
POLI inh: qHTS for Inhibitors of Polymerase Iota; Potency, µM (doses to about 115 µM), for the others: at the top dose activity, negative = inhibition, actives largely listed as inhibitors; Pol iota fluorescent replication assay, 10 min; hit rate 1% among 390,000; also: potency is read from the fitted curve at half-maximal effect
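Pol iota at 10 nM preincubated 15 min with compounds at room temperature; reaction started with fluorescent substrate, 50 nM final. Fluorescence read kinetically at 0 and 10 min; buffer-only wells as negative control.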
Pol beta inh: qHTS Assay for Inhibitors of DNA Polymerase Beta; P06746; Pol beta primer extension/strand displacement, fluorescence kinetic; Potency, µM (top dose mostly 114 µM), for the others: at the highest dose activity change, negative = inhibition, actives largely listed as inhibitors; hit rate 1.3% among 340,000; AID 485314, 2010; also: potency is read from the fitted curve at half-maximal effect; % is scaled to controls: 0 for no effect and ±100 for the full control effect
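Reaction started by 50 nM substrate onto compound-treated Pol beta (10 nM, 15 min preincubation, room temperature); plates read at 0 min and 10 min. Normalized concentration-effect data fitted by four-parameter Hill equation.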
BLM helicase inh: qHTS Assay for Inhibitors of Bloom's syndrome helicase (BLM); RecQ-like DNA helicase BLM (Homo sapiens), P54132; recombinant BLM DNA unwinding, fluorescence dequenching; hit rate 0.2% among 350,000; Potency, µM (doses to about 56.1 µM), for inactives: at the top dose activity change, negative = inhibition, usual class: inhibitors; AID 2528, 2010;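 also: potency is read from the fitted curve at half-maximal effect; plate controls were vehicle for no effect and no enzyme for full effect; nearly all actives have a fitted effect of over 35% in size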
Tb PGK inh: qHTS Assay to Find Inhibitors of Phosphoglycerate Kinase | Phosphoglycerate kinase, glycosomal (Trypanosoma brucei brucei), P07378 | PGK/GAPDH coupled, Kinase-Glo luminescence, 60 min | Potency, µM (titrated, usually from 57.5 µM), without a hit: at the top dose activity change, negative = inhibition, actives largely listed as inhibitors | hit rate 0.043% among 380,000 | AID 602233, 2012; also: potency is read from the fitted curve at half-maximal effect; % is scaled to controls: 0 for no effect and ±100 for the full control effect; nearly all actives have a fitted effect of over 60% in size
Target sequence (P07378 whole entry, looked up): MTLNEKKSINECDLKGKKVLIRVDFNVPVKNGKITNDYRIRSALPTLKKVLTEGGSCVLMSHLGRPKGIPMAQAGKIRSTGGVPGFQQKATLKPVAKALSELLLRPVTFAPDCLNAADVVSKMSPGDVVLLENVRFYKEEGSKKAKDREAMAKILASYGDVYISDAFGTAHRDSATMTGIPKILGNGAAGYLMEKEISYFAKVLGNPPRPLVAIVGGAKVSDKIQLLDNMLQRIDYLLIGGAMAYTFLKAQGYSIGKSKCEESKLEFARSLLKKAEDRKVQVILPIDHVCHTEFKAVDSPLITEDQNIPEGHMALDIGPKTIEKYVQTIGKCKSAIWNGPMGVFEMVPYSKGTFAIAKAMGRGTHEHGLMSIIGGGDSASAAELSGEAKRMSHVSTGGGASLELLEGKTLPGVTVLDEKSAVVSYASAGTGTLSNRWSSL
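Recombinant glycosomal PGK reaction used 1,3-bisphosphoglycerate generated in-well by GAPDH (100nM final) in 100mM TEA pH 7.6, 5mM MgCl2, 0.01% Tween-20. After 60 minutes at room temperature, ATP was read by Kinase-Glo Plus luminescence end-point.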
* marks the source's active call; other numbers are inactive results; i = inactive; ? = inconclusive; · = not tested or not shown; & = joins results of further samples; [ ] = remark or other dose. Unless noted, calls follow the shape of the dose curve; as a rule, active = well fitted curve in the direction sought with a large enough effect; inconclusive = small, poorly fitted or top-dose-only effect, or another doubt; inactive = no such curve, though single readings can be large; an effect the other way counts as inactive or inconclusive. An excerpt. The share of hits here may be higher or lower than overall.

(1) C/C=C/C(=O)OCC(=O)NC(=O)NC(C)C
(2) COc1ccccc1OCCSc1nnnn1C1CCCCC1
(3) CC(Oc1ccc2ccc(=O)oc2c1)C(=O)NCCN1CCOCC1 (stereo not drawn)
(4) Cc1ccccc1NC(=O)Nc1ccc2nc(N3CCN(C)CC3)cc(C)c2c1
(5) CN(CC(=O)Nc1ccc(Cl)c(C(F)(F)F)c1)C(=O)c1ccc(N2CCOCC2)c([N+](=O)[O-])c1
(6) COc1cc(/C=N/NC(=O)CCn2c3ccccc3c3ccccc32)ccc1O
(7) Cn1nc(C(C)(C)C)cc1C(=O)NCc1ccc(N2CCCC2=O)cc1
(8) O=C1N=C(N2CCOCC2)S/C1=C\C=C/c1ccccc1
Compound | 1 | 2 | 3 | 4 | 5 | 6 | 7 | 8
POLH inh | -6% | -18% | 4% | -4% | -12% | 1% | -10% | 2%
Tb PGK inh | -6% | -7% | 2% | -9% | -14% | -11%[11.5 µM] | i | 3%
BLM helicase inh | -2% | · | 0% | 1% | · | -12% | 0% | -5%
RXFP1 antag | -10 | -6 | 15 | 0 | 8 | 4 | 19 | -12
Pol beta inh | -7% | · | 51% | -18% | · | ? | 3% | 24%
Anesthetic bind | 1% | · | 0% | -1% | · | -6% | -2% | ?
POLI inh | 9% | 10% | 27% | 8% | ? | -12% | ? | 11%
Pol kappa inh | 3% | -3% | -20% | -3% | 0% | -7% | -8% | -15%
APE1 inh | 0% | · | 51%[activator] | · | 6% | -1% | 0% | -4%

(9) O=C(COC(=O)c1cc[n+]([O-])cc1)Nc1cccc(Cl)c1Cl
(10) N#Cc1cn(CC(=O)NCc2cccnc2)c2ccccc12
(11) O=S(=O)(c1cccc2c(Cl)cccc12)N1CCCNCC1
(12) CCOc1ccc(Nc2nc(Cc3nnc(SCC(=O)c4ccc(C)c(C)c4)o3)cs2)cc1
(13) CCCOc1ccc(C(=O)Nc2ccc3c(c2)OCCO3)cc1
(14) CC1CN(C(=O)CCC(=O)N2CCCCC2)c2cc(Cl)ccc2O1 (stereo not drawn)
(15) Cc1cc(C)n(CCc2nc(-c3ccc(C)o3)cs2)n1
(16) CCCNC(=O)C1CC(=O)N(c2ccc(OCC(=O)Nc3cccc(C)c3C)cc2)C1 (stereo not drawn)
Compound | 9 | 10 | 11 | 12 | 13 | 14 | 15 | 16
POLH inh | -9% | -4% | -1%[57.1 µM] | -5% | -14% | -23% | 16µM* | -5%
Tb PGK inh | -14% | · | · | · | -3% | 8% | -9% | -3%
BLM helicase inh | 0% | -1% | 34%&23%[activator] | -9% | 0% | -1% | -15% | 3%
RXFP1 antag | 10 | 9 | · | 22 | 6 | 14 | -10 | 12
Pol beta inh | 19% | -1% | 10%[57.1 µM] | 20% | 1% | 26% | 50µM* | 1%
Anesthetic bind | -15% | -1% | · | ? | -2% | -10% | 7% | 3%
POLI inh | 13% | 30%[activator] | 8%[58.9 µM] | -14% | 23% | 18% | ? | -8%
Pol kappa inh | 5% | -7% | -10%[60.1 µM] | -9% | 7% | -4% | -23% | 0%
APE1 inh | -2% | 2% | -2%&-4%&-1%&-4% | -6% | 43% | -10% | 0% | 1%

(17) CCOC(=O)Cn1c(C)cc(=O)c2cccc(C)c21
(18) CCC1=NNc2cccc3c(OC)ccc1c23
(19) CCOc1cc(S(=O)(=O)n2cc(-c3ccc(F)cc3)c(N)n2)cc(OCC)c1OCC
(20) O=C1[C@@H]2[C@H](C(=O)N1Cc1ccco1)[C@H]1C=C[C@@H]2C1
(21) O=C(Cn1c(=O)n(-c2ccc(F)cc2)c(=O)c2sc3ccccc3c21)NC1CCCCC1
(22) CCOC(=O)c1sc(NC(=O)CSc2nnc(C(C)C)n2CC)nc1C
(23) CCCCCCCCOC(=O)c1cc([N+](=O)[O-])c(Sc2ncnc3nc[nH]c23)c([N+](=O)[O-])c1
(24) COc1c(OC(C)=O)ccc(/C=C/c2ccc3ccccc3n2)c1[N+](=O)[O-]
Compound | 17 | 18 | 19 | 20 | 21 | 22 | 23 | 24
POLH inh | -4% | · | -12% | -13% | -1% | -14% | ? | -21%
Tb PGK inh | -5% | · | i | 4% | -4% | i | i | -1%
BLM helicase inh | 2% | ? | -19% | -1% | -4% | -1% | · | -12%
RXFP1 antag | 1 | · | -5 | 17 | · | -7 | -36 | -33
Pol beta inh | 20% | -12% | 1% | -1% | 16% | 15% | · | 0%
Anesthetic bind | -13% | ? | -21% | ? | -11% | -18% | · | ?
POLI inh | -5% | · | 4% | 33%[activator] | -2% | -5% | ? | -4%
Pol kappa inh | -2% | · | -12% | 2% | -3% | 2% | -7% | 5%
APE1 inh | -6% | ? | 2% | 1% | · | -1% | · | -4%

(25) Cc1ccc(-c2c(=O)n(O)c3ccccc3[n+]2[O-])cc1
(26) COc1ccc2[nH]c3c(c2c1)CCN1C(=O)C(CC(=O)NCc2ccco2)C[C@H](C(=O)N2CCOCC2)[C@@]31C (stereo partly drawn)
(27) CCN1CCCC1CNC(=O)c1cc(COc2ccc(C)c(C)c2)on1 (stereo not drawn)
(28) CC(=O)c1ccccc1OCC(O)CN1CCN(c2ccccn2)CC1 (stereo not drawn)
(29) Cc1cccc(C)c1NC(=O)CNC(=O)c1ccc(COc2ccccc2)o1
(30) CCOC(=O)c1ccc(NC(=O)Nc2cc(C)cc(C)n2)cc1
(31) O=c1c2c3nc4ccccc4nc3n(Cc3ccccc3)c2ncn1Cc1ccco1
(32) CCOC(=O)N1CCN(S(=O)(=O)c2ccc3c(c2)CCN3C(=O)CC)CC1
Compound | 25 | 26 | 27 | 28 | 29 | 30 | 31 | 32
POLH inh | -10% | -9% | -12% | -11% | -8% | · | 18µM* | 5%
Tb PGK inh | 4% | 1% | 2% | 6% | i | · | -3% | -5%
BLM helicase inh | -7% | · | 0% | 4% | · | 2% | ? | -1%
RXFP1 antag | -1 | · | 3 | 6 | 2 | · | ? | 21
Pol beta inh | 24% | · | 21% | 4% | · | 20% | 28µM* | 26%
Anesthetic bind | 43%[activator] | · | -18% | 27% | · | 0% | -19% | -8%
POLI inh | 20% | 14% | 6% | -9% | 5% | · | ? | -11%
Pol kappa inh | 2% | -5% | -2% | -9% | 9% | · | ? | -5%
APE1 inh | 16% | -6% | -12% | -13% | 10% | 4% | 17% | 1%

(33) CCOc1ccccc1CN1CCC(N2CCC(C(=O)NC3CC3)CC2)CC1
(34) Cc1ccc(Nc2nc(C(=O)N3CCC(C(=O)NC(C)C)CC3)cs2)cc1
(35) CCOc1ccc(CCNC(=O)COC(=O)c2ccncc2)cc1OCC
(36) O=C(COC(=O)c1cnccn1)Nc1ccc(Cl)cn1
(37) CC1CCN(CCCn2c(=S)[nH]c3c(sc4ccc([N+](=O)[O-])cc43)c2=O)CC1
(38) Cc1cc(NC(=O)CN2C(=O)NC3(CCCCC3)C2=O)no1
(39) CCn1cc(C(=O)NCc2cccs2)c(=O)c2cc(S(=O)(=O)N3CCOCC3)ccc21
(40) O=C(Nc1ccc(Cl)cn1)c1ccc2c(c1)OCCO2
Compound | 33 | 34 | 35 | 36 | 37 | 38 | 39 | 40
POLH inh | -22% | -5% | -3% | -1% | -22% | -15% | 9% | -13%
Tb PGK inh | -3% | i | 2% | 5% | -9% | -3% | 2% | 0%
BLM helicase inh | 1% | -1% | · | · | -1% | 0% | 4% | -1%
RXFP1 antag | 3 | 1 | 2 | -1 | -16 | -9 | 0 | -12
Pol beta inh | 14% | -17% | · | · | -14% | 20% | -2% | 3%
Anesthetic bind | -10% | 2% | · | · | -13% | -11% | -10% | -12%
POLI inh | 29% | -3% | 9% | 41%[activator] | ? | 22% | 13% | 80%[activator]
Pol kappa inh | 8% | -17% | -15% | -12% | 0% | 5% | -7% | 0%
APE1 inh | -7% | 4% | 11% | 1% | 17% | 15% | 20% | -2%

(41) Cc1ccc(S(=O)(=O)N2CCOCC2)cc1NC(=O)COC(=O)C1(C)CC1(Cl)Cl (stereo not drawn)
(42) Cc1cc2c(cc(C(=O)OC(C(=O)NC3CCCCC3)C(C)C)n2C)o1 (stereo not drawn)
(43) CC(Sc1ccccn1)C(=O)NC1CCCC1 (stereo not drawn)
(44) Cc1ccc(-c2nnc(NCc3ccccc3)c3ccccc23)cc1
(45) Cc1ccc2nc(-c3cccc(Br)c3)cc(C(=O)NCC3CCCO3)c2c1 (stereo not drawn)
(46) Cn1c(=O)cc(N2CCN(C(=O)c3ccco3)CC2)[nH]c1=O
(47) O=C(Nc1nnc(-c2cccs2)s1)c1cccc(F)c1
Compound | 41 | 42 | 43 | 44 | 45 | 46 | 47
POLH inh | -8% | -12% | 0% | -10% | 3% | -8% | -17%
Tb PGK inh | 1% | -2% | 12% | -5% | 3% | i | -7%
BLM helicase inh | · | · | · | 4% | -1% | 2% | -11%
RXFP1 antag | -8 | -9 | 2 | -14 | 4 | 4 | 0
Pol beta inh | · | · | · | 18% | 10% | 8% | 4%
Anesthetic bind | · | · | · | -16% | -4% | -7% | -1%
POLI inh | 3% | -2% | 26% | 83%[activator] | -17% | 11% | 174%[activator]
Pol kappa inh | -8% | -9% | -3% | -2% | -8% | 9% | 2%
APE1 inh | 5% | 10% | 53%[activator] | 10% | -2% | -3% | -1%

From PubChem
